Source: PubChem BioAssay (several laboratories)
DYRK1A inh = blocks rat Dyrk1A kinase activity; Q63470; ADP-Glo luminescence, NFATc1 peptide; inhibition, % at 12.5 µM; 310,000 compounds, 0.43% hits; in the data active = inhibition above about 50%;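 note: plate controls were vehicle with enzyme for no effect and no enzyme for full effect; many of its hits are not listed in these tables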
PolyA inhibitor = yeast polyadenylation inhibition. AID 1875. 300,000 compounds, 0.02% hits. S. cerevisiae SKY197-pL101 polyadenylation reporter, beta-gal luminescence; efflux-impaired pdr1/pdr3 knockout yeast; score 100 = 6 SD above DMSO. calls only at 12 µM;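 active = lowest replicate activity score at least 50, where 100 means six control SD above control mean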;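 note: yeast exposed to compound for 9 h at 30 °C; higher score means more reporter readthrough which indicates perturbed polyadenylation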
KCNK9 block = blocks the human KCNK9 two-pore domain potassium channel | Q9NPC2 | HEK293 KCNK9, FluxOR thallium flux fluorescence; hits give low values | B-score at 10 µM | 310,000 compounds, 1.2% hits;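 active = ratio B-score over 3 SD below the library mean, with starting fluorescence within 5 SD of its mean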;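 note: negative B-score means less thallium flux so channel inhibition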
HDAC3 inhib = human HDAC3 inhibition; inhibition, % at 8.3 µM; O15379; recombinant HDAC3, fluorogenic peptide/trypsin coupled, fluorescence; 320,000 compounds, 0.15% hits; AID 2718; in the data active = inhibition above about 26%, passing the limit was not always enough
Target sequence (O15379 whole entry, looked up): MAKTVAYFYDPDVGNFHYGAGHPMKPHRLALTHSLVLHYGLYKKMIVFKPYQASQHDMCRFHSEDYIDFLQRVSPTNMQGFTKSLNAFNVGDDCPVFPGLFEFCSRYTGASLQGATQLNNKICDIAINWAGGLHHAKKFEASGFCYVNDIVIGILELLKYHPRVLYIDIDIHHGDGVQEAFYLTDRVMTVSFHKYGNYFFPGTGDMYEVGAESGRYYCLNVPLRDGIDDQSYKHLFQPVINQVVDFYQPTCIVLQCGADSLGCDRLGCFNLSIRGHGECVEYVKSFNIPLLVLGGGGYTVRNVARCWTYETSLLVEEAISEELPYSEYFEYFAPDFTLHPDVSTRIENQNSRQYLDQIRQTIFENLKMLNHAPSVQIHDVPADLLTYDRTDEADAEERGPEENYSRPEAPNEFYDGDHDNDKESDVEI
KCNQ1 inh = human KCNQ1 channel inhibition. 310,000 compounds, 1.3% hits. B-score at 10 µM. P51787. CHO-K1 KCNQ1, FluxOR thallium flux fluorescence; hits give high values;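 active = compounds whose thallium flux B-score, printed positive for inhibition, exceeds three library SD while starting fluorescence stays within three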;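 note: channel opened by potassium depolarization with thallium stimulus after 20 min compound exposure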
KCNK3 inh = human KCNK3 channel inhibition, primary screen; O14649; CHO-KCNK3 thallium flux, FluxOR fluorescence; hits give low values; B-score at 10 µM; 340,000 compounds, 0.84% hits; AID 602410;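 active = B-score under library mean minus 4 SD, starting fluorescence ratio at most library mean plus 5 SD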;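 note: more negative B-score means stronger inhibition of thallium flux through KCNK3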
hERG rescue = compounds protecting human hERG from proarrhythmic drug block | CHO-hERG, FluxOR thallium flux, dofetilide IC70 present | 310,000 compounds, 0.51% hits | AID 1511 | activation (rescue from dofetilide block), less the hit threshold, % at 10 µM;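 active = activation above the mean of controls blocked by dofetilide plus 5 SD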;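 note: thallium influx through hERG after potassium depolarization seen as dye fluorescence rise; in these data hits start at about 4.7%; inactives centre near -7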
RGS4 pot = potentiators or activators of RGS4 | 310,000 compounds, 0.92% hits | HEK293 M3R/inducible RGS4, carbachol calcium flux Fluo4; hits give low values | B-score at 10 µM | AID 463111;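 active = B-score of the integrated calcium signal more than 4 SD below the library mean, with starting fluorescence not abnormally high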;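 note: negative B-score means reduced calcium response which marks RGS4 activation or potentiation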
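Detection: kinetic calcium fluorescence imaging with Fluo4-AM dye, 2 µM / Material: HEK293 cells with stable M3R and inducible RGS4 / Schedule: recording 10 s baseline at 1 Hz, 100 s post-agonist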
GSK3beta inhib = inhibitors of human GSK3beta kinase. P49841. GST-GSK3beta kinase, ADP-Glo luminescence, 60 min; hits give low values. activity score (negative = inhibition), % at 10 µM. 300,000 compounds, 0.038% hits;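 active = more than half of replicate wells score below -50%, meaning over 50% inhibition versus plate controls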;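 note: 0% = median DMSO wells and -100% = median GW8510 positive control wells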
Target sequence (P49841 whole entry, looked up): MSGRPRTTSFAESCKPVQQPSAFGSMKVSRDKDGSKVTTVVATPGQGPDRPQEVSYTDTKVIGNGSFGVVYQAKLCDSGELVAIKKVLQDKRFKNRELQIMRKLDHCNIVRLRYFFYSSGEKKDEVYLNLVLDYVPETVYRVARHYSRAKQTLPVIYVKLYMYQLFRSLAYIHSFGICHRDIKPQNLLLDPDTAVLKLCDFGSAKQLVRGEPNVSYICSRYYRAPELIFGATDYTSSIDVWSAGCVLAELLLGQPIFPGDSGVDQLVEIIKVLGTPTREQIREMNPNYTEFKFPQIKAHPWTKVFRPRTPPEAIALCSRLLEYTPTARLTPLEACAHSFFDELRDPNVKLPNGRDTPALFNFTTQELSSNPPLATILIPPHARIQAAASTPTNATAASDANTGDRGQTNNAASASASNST
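Test system: GST-tagged human GSK3beta kinase, cell-free; evaluation: activity score scaled between in-plate DMSO and GW8510 controls; measured by: ADP-Glo luminescence; incubation: 60 min reaction, RT; benchmarks: DMSO and 20 µM GW8510; reagent: peptide substrate plus 25 µM ATP (final); medium: Tris/MgCl2 kinase buffer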
GSK3A inh = inhibitors of human GSK-3 alpha kinase. ADP-Glo luminescence, 60 min. inhibition, % at 10 µM. 320,000 compounds, 0.1% hits. P49840;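 in the data active = inhibition above about 50%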;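 note: GST-tagged GSK-3 alpha with peptide substrate and 25 µM ATP; 0% = DMSO neutral wells and 100% = GW8510 positive control wells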
KCNQ1 pot = potentiators or activators of human KCNQ1 potassium channel | P51787 | B-score at 10 µM | CHO-K1 KCNQ1, thallium flux FluxOR fluorescence; hits give high values | 310,000 compounds, 0.35% hits | AID 2648;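 active = fluorescence ratio B-score, a plate-corrected score, at least three library SD, with initial intensity B-score within 5 SD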
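assay system = KCNQ1-transfected CHO-K1 cells | medium = assay buffer with matched DMSO | probe or stimulus = depolarizing K+/Tl+ stimulus, K2SO4 and Tl2SO4 each 12.5 mM in 5x stock | dosing = single dose | incubation = dye 90 min, compound 20 min, room temperature | detection = kinetic FluxOR fluorescence, 10 s baseline plus 110 s post-stimulus | evaluation = ratio B score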
Starred values were filed as active, the others as inactive; i = inactive; nt = no result given.

canonical_smiles	DYRK1A inh	PolyA inhibitor	KCNK9 block	HDAC3 inhib	KCNQ1 inh	KCNK3 inh	hERG rescue	RGS4 pot	GSK3beta inhib	GSK3A inh	KCNQ1 pot
CC1(C)Cc2c(cnn2-c2ccccc2)C(NC(=O)C2(C(N)=O)CC2)C1 (centres undefined)	-7	i	i	-3	i	i	-4	i	1	0	i
O=C(CNc1cccc([N+](=O)[O-])c1)N/N=C/c1ccc(F)cc1	-2	i	i	-5	i	i	9.9*	i	0	2	i
COc1ccc2c(c1OC)C(=O)OC2CC(=O)c1ccc(O)cc1 (centres undefined)	0	i	i	12	i	i	-7	i	-1	3	i
CCn1c(SCC(=O)N/N=C(/C)c2ccncc2)nc2ccccc21	nt	i	i	-4	i	i	-10	i	-1	-3	i
COc1ccccc1N=C(C)C1=C(O)COC1=O	2	i	i	-7	i	i	-10	i	1	1	i
CCOc1ccccc1/C=N/n1nnnc1N	5	i	i	4	i	i	-2	i	1	6	i
Cc1ccc(C)c(C2=NNC(=NCc3ccccc3)SC2)c1	1	i	i	nt	i	i	-12	i	1	nt	i
CCN1CCN(C(=O)c2cccc(OC3CCN(S(C)(=O)=O)CC3)c2)[C@@H](C)C1=O	-13	i	i	2	i	i	-1	i	-1	0	i
CCn1c(-c2c[nH]c3ccccc23)n[nH]c1=S	32	i	i	7	i	i	0	i	1	7	i
CCn1c2ccccc2c2cc(/C=N/NC(=O)c3cccc(C)c3)ccc21	1	i	i	-6	i	i	-5	i	3	-1	i
COc1ccccc1C1C(C(=O)NCc2ccccc2)=C(C)Nc2ncnn21 (centres undefined)	4	i	i	0	i	i	-4	i	-4	-1	i
Cc1ccccc1N=C1NC(=O)/C(=C/c2cccn2-c2cccc(C(=O)O)c2)S1	-5	i	i	nt	i	i	-13	i	-2	nt	i
O=C(N/N=C/c1cccc(OC(=O)c2ccc3c(c2)OCO3)c1)c1cncc(Br)c1	-2	i	i	0	i	i	-8	i	-3	-1	i
CCCC(C)NC(=O)COC(=O)c1ccccc1SCC(=O)NC(C)CCC (centres undefined)	7	i	i	-10	i	i	-13	i	-4	-2	i
COC(=O)[C@H](c1ccccc1Cl)N1CCc2sccc2C1	-2	i	i	9	i	i	-8	i	1	-2	i
O=[N+]([O-])c1cc(C(F)(F)F)cc([N+](=O)[O-])c1NCCNC(=S)Nc1ccc(Cl)c(Cl)c1	0	i	i	22	i	i	-3	i	0	-1	i
COc1ccc2cc(C)c3nnc(SCC(=O)Nc4nc(-c5ccc(F)cc5)cs4)n3c2c1	-1	i	i	-7	i	i	-11	i	1	-2	i
Cc1ccc(CNC(=O)CCCc2c[nH]c3ccccc23)cc1	-1	i	i	2	i	i	-6	i	3	-3	i
O=C(NCCc1ccccc1)c1cc2ccccc2oc1=O	-5	i	i	1	i	i	-5	i	2	0	i
CCOC(=O)N1CCN(c2cc(=O)n(-c3ccc(OCC)cc3)c(=O)[nH]2)CC1	6	i	i	3	i	i	-10	i	-6	1	i
Cc1c(C(=O)N2CCC(C)CC2)oc2ccc(S(=O)(=O)N3CCC4(CC3)OCCO4)cc12	-4	i	i	-1	i	i	-1	i	1	1	i
CCOc1cccc(SCc2noc(C(=O)NCC3CCCO3)c2C(=O)O)c1 (centres undefined)	4	i	i	0	i	i	-13	i	4	-6	i
C=CCN(CC=C)CCOc1ccc(OC(C)C)cc1	4	i	i	-1	i	i	-2	i	1	1	i
Cc1ccc(N2CCN(S(=O)(=O)N(C)C)CC2)cc1Cl	-10	i	i	-5	i	i	-6	i	3	0	i
CNS(=O)(=O)c1ccc(C)c(S(=O)(=O)NC)c1	-2	i	i	-1	i	i	-5	i	2	0	i
Cc1ccc(-c2cc(C(=O)N/N=C/c3cccnc3)n[nH]2)o1	-3	i	i	-1	i	i	-7	i	-1	-2	i
CC1CCCCC1NC(=O)CSc1nnc(CNC(=O)c2ccccc2)n1C (centres undefined)	-62	i	i	-2	i	i	-21	i	1	1	i
CCCc1ccc(OCC(=O)NNC(=O)c2cccnc2)cc1	-1	i	i	0	i	i	-2	i	0	0	i
COc1cc(S(=O)(=O)N2CCOCC2)cc(C(=O)c2nccn2C)c1OC	-17	i	i	nt	i	i	3	i	-2	-2	i
CCOC(=O)N1CCN(C(=O)CCCn2nnnc2CN2CCC(C)CC2)CC1	-2	i	i	6	i	i	-4	i	-4	-1	i
O=C(O)C1C2C=CC(O2)C1C(=O)NCc1ccc2c(c1)OCO2 (centres undefined)	-2	i	i	-1	i	i	-10	i	2	-3	i
CC(=C/c1ccccc1)/C=N/NC(=O)c1cccs1	nt	i	i	2	i	i	-7	i	-4	0	i
COc1cccc2c1O/C(=N\O)C(C(=O)Nc1ccc(C)cc1)C2 (centres undefined)	-3	i	i	1	i	i	-1	i	-5	-2	i
CCOc1cc2c(cc1/C=C/c1noc(C)c1[N+](=O)[O-])OC(C)C2 (centres undefined)	-4	i	i	-2	7*	i	-9	i	-2	1	i
Cc1c(C#N)c2ccccc2n1CCOc1ccccc1F	-2	i	i	-5	i	i	-8	i	1	-1	i
Cc1ccc(C2=NN(CCC(=O)NC3CCCC3)C(=O)CC2)cc1	-4	i	i	3	i	i	-4	i	-1	-1	i
COc1ccc(NC(=O)N2CCCC(c3ccccc3)C2)cc1 (centres undefined)	15	i	i	-2	i	i	-4	i	-1	0	i
CCOC(=O)c1cc(CC)sc1NC(=O)CSc1nc2ccccc2c(=O)n1Cc1ccco1	-10	i	i	2	i	i	-2	i	-2	-3	i
CC(=O)Nc1ccc(C(=O)CSc2nc3ccc(C)cc3[nH]2)cc1	11	i	i	5	i	i	-5	i	1	2	i
O=[N+]([O-])c1ccc(NC2CCN(Cc3ccccc3)CC2)c([N+](=O)[O-])c1	2	i	i	4	i	i	-14	i	1	2	i
O=C(/C=C/c1ccccc1)NC(NC(=S)Nc1cccc(Cl)c1)C(Cl)(Cl)Cl (centres undefined)	8	i	i	2	i	i	-12	i	-1	-3	i
COc1cccc(CNC(=O)CSc2nc3c(oc4ccccc43)c(=O)n2CC2CCCO2)c1 (centres undefined)	nt	i	i	-2	i	i	-9	i	-1	-2	i
CCOC(=O)c1cnc2c(C)cc(C)cc2c1Nc1ccc(S(=O)(=O)Nc2ncccn2)cc1	2	i	i	-1	i	i	-4	i	-23	1	i
CC(C)CN1C(=S)SC(C)(C)C1n1oc(=O)n(-c2ccccc2)c1=O (centres undefined)	-41	i	i	-1	i	i	-1	i	0	-5	i
CNC(=S)NNC(=O)c1ccc(N(C)C)cc1	12	i	i	-2	i	i	-7	i	-1	-2	i
O=C(Nc1ccc2c(c1)OCO2)c1noc2c1CCCC2	-2	i	i	1	i	i	-2	i	0	1	i
CN(C(=O)CC1C(=O)NCCN1Cc1ccc2ccccc2c1)C1CCOCC1 (centres undefined)	3	i	i	-3	i	i	-6	i	-1	-1	i
CCCn1c(=O)c2sccc2n2c(CCCC(=O)NCC3CCCO3)nnc12 (centres undefined)	-2	i	i	1	i	i	-9	i	-1	2	i
Cc1ccc(N2C(=O)CC(SCC(=O)Nc3ccc(S(N)(=O)=O)cc3)C2=O)cc1 (centres undefined)	-2	i	i	5	i	i	-9	i	1	-1	i
Cc1cccc(NC(=O)NC2CC(=O)N(c3ccc4c(c3)OCCO4)C2)n1 (centres undefined)	4	nt	i	nt	i	i	-12	i	0	-2	i
Cc1cc(S(=O)(=O)N2CCCC2)ccc1OCC(=O)NCc1ccccc1	-4	i	i	-8	i	i	-9	i	-3	2	i
COC(CNC(=O)CNC(=S)N(Cc1ccccc1)Cc1cccnc1)OC	-3	i	i	-11	i	i	-5	i	1	-3	i
O=S(=O)(c1ccc(S(=O)(=O)N2CCCC2)cc1)N1CCCCC1	nt	i	i	-3	i	nt	-2	i	0	-2	i
CCOc1ccc(-n2ccnc2)nn1	-5	i	i	-2	i	i	-12	i	1	0	i
Cc1ccc(SCC(=O)Nc2ccc(-c3nc4ccccc4[nH]3)cc2)cc1	-7	i	i	-3	i	i	-3	i	-5	-1	i
CC(C)(C)NC(=O)C(c1ccccn1)N(C(=O)c1ccc2c(c1)OCCO2)C1CCCC1 (centres undefined)	-2	i	i	7	i	i	-3	i	1	3	i
CCOC(=O)c1[nH]c2ccc(OC)cc2c1NC(=S)N1CCN(c2cccc(C)c2C)CC1	0	i	i	-7	i	i	-16	i	-1	0	i
O=C(CSc1nc2ccccc2n1S(=O)(=O)c1cccc([N+](=O)[O-])c1)NCc1cccs1	4	i	i	5	i	i	-5	i	2	-2	i
O=C(Nc1ccccc1-c1ccccc1)C1CCC1	4	i	i	1	i	i	-10	i	-1	1	i
O=C(NCCSCc1c(F)cccc1Cl)c1ccc(CN2CCOCC2)cc1	0	i	i	2	i	i	-4	i	-1	0	i
O=C(Nc1cc(C(F)(F)F)cc(C(F)(F)F)c1)c1ccc(Cn2cc(C(F)(F)F)ccc2=O)cc1	-4	i	i	-8	i	i	-5	i	2	0	i
CCCn1c(-c2cc(OC)c(OC)c(OC)c2)nc2c1c(=O)[nH]c(=O)n2Cc1ccccc1	-9	i	i	-24	i	i	-13	i	-1	4	i
CN(C)C=Nc1c(Br)cc(Br)c2nonc12	0	i	i	2	7*	i	-12	i	0	-6	i

An excerpt from above in order of their number in GSK3A inh, low to high:
SMILES	DYRK1A inh	PolyA inhibitor	KCNK9 block	HDAC3 inhib	KCNQ1 inh	KCNK3 inh	GSK3beta inhib	GSK3A inh	KCNQ1 pot
CCOC(=O)c1cc(CC)sc1NC(=O)CSc1nc2ccccc2c(=O)n1Cc1ccco1	-10	i	i	2	i	i	-2	-3	i
COc1cccc2c1O/C(=N\O)C(C(=O)Nc1ccc(C)cc1)C2 (centres undefined)	-3	i	i	1	i	i	-5	-2	i
COc1ccc(NC(=O)N2CCCC(c3ccccc3)C2)cc1 (centres undefined)	15	i	i	-2	i	i	-1	0	i

A portion of the library (hit frequency here may not be typical).
